# Bioassay records as filed in PubChem BioAssay.
# Rab9 promoter act: activates the Rab9 promoter. Huh7 Rab9 promoter-luciferase reporter, luminescence, 24 h. Potency, µM (top dose mostly 9.22 µM), without a hit: at the top dose activation, negative = inhibition, actives largely listed as activators. 320,000 tested, 2.8% active; further: potency means the concentration at half of the fitted maximal effect; % of control where 0% means no effect; nearly all actives have a fitted effect of over 60% in size
#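 Cells were plated at 1500 per well in reduced-serum medium with 10% FBS and left 2 h. Compound in DMSO was then added for 24 h at 37 °C. Reporter signal was read by luminescence after 10 min with luciferase detection reagent.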
# RORg inh: blocks mouse ROR gamma transcriptional activity | Potency, µM (highest dose often 53.6 µM), inactives show at the highest dose activity change, negative = inhibition, usual class: inhibitors | P51450 | Drosophila S2 Gal4-RORgamma UAS-luciferase reporter, 20 h | 310,000 tested, 5.4% active; further: potency means the concentration at half of the fitted maximal effect; on the % scale 0 is the no-effect control and ±100 the full control effect; nearly all actives have a fitted effect of over 60% in size
#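 ROR gamma transcriptional activity was tracked as Gal4-UAS luciferase output in stably transfected Drosophila Schneider cells, with compound added 1 hr before 700 uM copper sulfate induction and a 20 hr ambient-temperature incubation.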
# ELG1 repair inh: ELG1-dependent DNA repair inhibition; Potency, µM (series often up to 46.1 µM), without a hit: at the highest dose activity change, negative = inhibition, usual class: inhibitors; 330,000 tested, 2.3% active; HEK293T ELG1-luciferase reporter, luminescence, 16 h; DNA damage induced by 5-fluorouridine; further: potency means the concentration at half of the fitted maximal effect; on the % scale 0 is the no-effect control and ±100 the full control effect; nearly all actives have a fitted effect of over 55% in size
#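 In this reporter screen, reduction of luminescence relative to DMSO vehicle indicated activity. Compounds and 5-fluorouridine were added together to 2,000 cells per well, incubated for 16 hr at 37 °C, then developed with ONE-Glo.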
# Menin MLL FP TR: inhibitors of human menin-MLL interaction, mutant MLL peptide; O00255; Menin + Texas Red MLL mutant peptide, fluorescence polarization; Potency, µM (highest dose often 61.6 µM), for inactives: at the top dose FP activity change, negative = inhibition, actives largely listed as inhibitors; 270,000 tested, 0.23% active; active means well fitted inhibition curve with a large enough effect in the polarisation, with a control signal flat, not every such curve was filed as active; inconclusive means small, poorly fitted or top-dose-only effect, or effect the other way, or a change in a side signal; inactive means no such curve, though single readings can be large or run the other way; the % refers to the polarisation; further: potency means the concentration at half of the fitted maximal effect; % of control where 0% means no effect; many of its hits are not listed in these tables
# Target sequence (O00255 whole entry, looked up): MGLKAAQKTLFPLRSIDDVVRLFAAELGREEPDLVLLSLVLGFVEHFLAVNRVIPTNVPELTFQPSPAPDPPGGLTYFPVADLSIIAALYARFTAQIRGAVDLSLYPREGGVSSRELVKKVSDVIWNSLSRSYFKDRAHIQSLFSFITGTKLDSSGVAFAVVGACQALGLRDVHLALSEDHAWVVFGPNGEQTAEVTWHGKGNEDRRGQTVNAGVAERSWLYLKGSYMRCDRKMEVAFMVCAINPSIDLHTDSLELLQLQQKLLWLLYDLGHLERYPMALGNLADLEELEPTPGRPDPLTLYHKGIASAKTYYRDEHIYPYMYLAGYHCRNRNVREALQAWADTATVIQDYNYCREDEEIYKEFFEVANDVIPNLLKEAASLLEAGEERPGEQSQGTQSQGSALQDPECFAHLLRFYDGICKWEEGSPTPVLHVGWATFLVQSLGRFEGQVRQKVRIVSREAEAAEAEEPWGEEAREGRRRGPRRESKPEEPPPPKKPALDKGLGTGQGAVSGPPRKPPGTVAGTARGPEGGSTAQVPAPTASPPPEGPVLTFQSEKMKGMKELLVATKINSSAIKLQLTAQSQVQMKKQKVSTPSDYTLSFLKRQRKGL
# Mito fusion yeast: mitochondrial division inhibition or fusion activation | S. cerevisiae fusion-defective mutant growth rescue, CellTiterGlo 48 h | Potency, µM (doses to about 46.1 µM), inactives show at the top dose growth rescue (activation), hits mostly activators | 320,000 tested, 0.23% active | AID 485298;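 further: potency means the concentration at half of the fitted maximal effect; % of control where 0% means no effect; nearly all actives have a fitted effect of over 45% in size; temperature-sensitive fusion mutants such as fzo1-1 at 37 °C on non-fermentable ethanol glycerol medium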
#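 Luminescent cell viability in 1536-well qHTS format served as the measure of rescued growth in ts fusion-mutant S. cerevisiae cultured on non-fermentable YPEG for 48 hours at 37C.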
# NPC1 promoter act: activates the NPC1 promoter; Huh7 NPC1 promoter luciferase reporter, 24 h; Potency, µM (top dose mostly 9.22 µM), for the others: top-dose activation, most hits filed as activators; 320,000 tested, 2.4% active;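 further: potency means the concentration at half of the fitted maximal effect; % of control where 0% means no effect; nearly all actives have a fitted effect of over 60% in size; reporter is driven by a mutant NPC1 promoter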
#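 Stably transfected Huh7 (NPC1 promoter→luciferase), 1500 cells/well in Opti-MEM + 10% FBS, 2 h settle, then compound 24 h at 37 °C. Luminescence after 10 min with Amplite reagent.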
# PKM2 activator: activators of human pyruvate kinase M2; 260,000 tested, 0.34% active; AID 1631; purified PKM2, Kinase-Glo ATP luminescence, activation; response scale: 0% is enzyme alone, no compound; Potency, µM (highest dose often 57.5 µM), for the others: top-dose activation, actives largely listed as activators; further: potency means the concentration at half of the fitted maximal effect; on the % scale 0 is the no-effect control and ±100 the full control effect; nearly all actives have a fitted effect of over 55% in size
# Target sequence (P14618 whole entry, looked up): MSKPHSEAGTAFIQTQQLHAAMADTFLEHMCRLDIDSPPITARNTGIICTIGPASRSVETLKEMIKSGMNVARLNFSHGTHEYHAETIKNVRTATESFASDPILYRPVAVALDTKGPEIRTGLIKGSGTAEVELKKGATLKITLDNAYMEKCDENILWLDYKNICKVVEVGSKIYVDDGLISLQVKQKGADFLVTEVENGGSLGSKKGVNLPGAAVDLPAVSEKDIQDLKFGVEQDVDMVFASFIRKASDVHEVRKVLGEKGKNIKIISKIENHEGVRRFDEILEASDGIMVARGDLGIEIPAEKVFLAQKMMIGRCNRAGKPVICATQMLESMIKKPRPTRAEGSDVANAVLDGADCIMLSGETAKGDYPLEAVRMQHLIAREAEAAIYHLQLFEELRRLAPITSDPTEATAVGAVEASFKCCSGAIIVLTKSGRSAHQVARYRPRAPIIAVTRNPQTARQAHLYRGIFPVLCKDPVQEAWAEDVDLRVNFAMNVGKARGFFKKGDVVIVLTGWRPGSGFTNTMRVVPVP
#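 Purified hPK-M2 (>95%) run at intermediate activity with 0.1 mM ADP and 0.5 mM PEP in 50 mM imidazole pH 7.2, KCl, MgCl2; 1 h room temperature. ATP formed read by Kinase-Glo luminescence; normalized to uninhibited and no-enzyme controls.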
# FLuc modulator: counter-screen for miR-21 project: firefly luciferase inhibitors or activators; P08659; purified FLuc, Km substrates, luminescence inhibition; Potency, µM (titrated, usually from 57.5 µM), inactives show at the top dose activity change, negative = inhibition, hits mostly inhibitors; 360,000 tested, 6.9% active; AID 588342;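 further: potency means the concentration at half of the fitted maximal effect; plate controls were vehicle for no effect and reference inhibitor for full effect; nearly all actives have a fitted effect of over 55% in size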
#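 Purified P. pyralis luciferase (10nM final) with 10uM D-luciferin and 10uM ATP (Km levels) in 50mM Tris acetate pH 7.5, 10mM Mg acetate, 0.01% Tween-20, 0.05% BSA; qHTS 6-point titration, ~60 µM downward; luminescence read.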
# MBNL1-CUG inh: blocks human MBNL1 binding to CUG repeat RNA; Q9NR56; TR-FRET MBNL1-His/biotin-(CUG)12 binding, 665/545 ratio; Potency, µM (top dose mostly 57.5 µM), for inactives: at the top dose activity change, negative = inhibition, actives largely listed as inhibitors; 280,000 tested, 0.036% active; AID 2675; active means well fitted inhibition curve with a large enough effect in the signal ratio, with a control signal flat, not every such curve was filed as active; inconclusive means small, poorly fitted or top-dose-only effect, or effect the other way, or a change in a side signal; inactive means no such curve, though single readings can be large or run the other way; the % refers to the signal ratio; further: potency means the concentration at half of the fitted maximal effect; on the % scale 0 is the no-effect control and ±100 the full control effect
#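 MBNL1-His + Biotin-(CUG)12, cpd titration 92 nM–58 uM; Tb anti-His Ab 0.055 ng/ul, SA-XL665 5 nM (final); 60 min RT; ratiometric 665/545 nm, Ex 340 nm; normalized to buffer and full-complex controls.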
# Gal4-VP16 FLuc: inhibits Gal4-VP16 luciferase reporter, ROR gamma counter-screen; Drosophila S2 Gal4-VP16 UAS-luciferase, luminescence, 20 h; 310,000 tested, 3.5% active; Potency, µM (doses to about 53.6 µM), inactives show top-dose activity, negative = inhibition, actives largely listed as inhibitors;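 further: Gal4-VP16 expression switched on by copper sulfate through the metallothionein promoter; potency means the concentration at half of the fitted maximal effect; on the % scale 0 is the no-effect control and ±100 the full control effect; nearly all actives have a fitted effect of over 50% in size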
# KCNH2 3.1 inh: KCNH2 3.1 (human) potassium channel inhibition; 340,000 tested, 0.95% active; U2OS KCNH2 3.1, thallium flux FluxOr; hits give low values; activity change, % (tested at about 1.8 µM);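 active means maximum activity change below -70%; inconclusive means maximum activity change from -70% to -50%; inactive means maximum activity change above -50%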;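 further: thallium influx rate constant from kinetic fluorescence after stimulation buffer; on the % scale 0 is the no-effect control and ±100 the full control effect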
#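 Virally transduced U2OS (3.1 isoform, 4 h infection in dark at RT) → overnight 37 C → FluxOr + Red40 in HBSS/HEPES, 45 min → stimulation buffer, 2 min kinetic read → rate constant vs DMSO controls.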
# Starred values were filed as active, the others as inactive; ? = inconclusive; . = no result given; [ ] = dose if it differs, or a comment. Unless noted, the call rests on the fitted dose curve; in most records, active means well fitted curve in the direction sought with a large enough effect; inconclusive means small, poorly fitted or top-dose-only effect, or another doubt; inactive means no such curve, though single readings can be large; an effect the other way counts as inactive or inconclusive.
SMILES,Rab9 promoter act,RORg inh,ELG1 repair inh,Menin MLL FP TR,Mito fusion yeast,NPC1 promoter act,PKM2 activator,FLuc modulator,MBNL1-CUG inh,Gal4-VP16 FLuc,KCNH2 3.1 inh
COc1ccc(NC(=O)CN(C)S(=O)(=O)c2ccc(Cl)cc2)cc1Cl,-2%,44%,-6%,2%,-1%,1%,3%,-4%,0%,-10%,11
COc1cc(NC(=O)CN2C(=O)CSc3ccc(S(=O)(=O)N4CCCC4)cc32)cc(OC)c1,-2%,19%,-7%,9%,14%,-2%,.,0%,-7%,4%,-1
O=[N+]([O-])c1ccc(N2CCN(c3ccccn3)CC2)c(Cl)c1,20%,58%,?,12%,16%,15%,.,?,?,5%,1
CCOc1ccc2nc(SCC(=O)c3cccs3)sc2c1,2.8µM*,?,?,?,9%,2.5µM*,3%,2.7µM*,1%,-3%,32
O=C(NCc1ccncc1)c1cc(S(=O)(=O)N2CCOCC2)c(Cl)cc1Cl,0%,.,11%,.,-6%,1%,.,0%,.,.,1
CCN1CCN(CCCNC(=O)CCC(=O)N2CC(C)Oc3ccc(C)cc32)CC1 (stereo not given),0%,-24%,14%,-12%,1%,1%,2%,8%,4%,-10%,13
CC(=O)Nc1c(O)nc(C)[nH]c1=O,-3%,15%,6%,.,-3%,-3%,-4%,4%,-18%,6%,?
CC(C)OCCCNC(=O)Cc1ccc(F)cc1,2%,8%,4%,2%,-7%,-4%,-11%,-1%,-7%,2%,12
O=C(/C=C/c1cccc(Cl)c1)c1ccc([N+](=O)[O-])o1,-37%[inhibitor],.,7.3µM*,.,-32%[inhibitor],-36%[inhibitor],.,-20%,.,.,36
COc1cc(/C=N\NC(=O)c2ccc(C)nc2)ccc1OC(=O)c1ccc2c(c1)OCO2,1%,2%,15%,6%,-4%[9.22 µM],-2%,-10%,-8%,-6%,-5%,-5
CN1CCN(C(=O)C23CC4CC(C)(CC(C)(C4)C2)C3)CC1,-5%,-14%,2%,.,-4%,-1%,-7%,-1%,3%,2%,10
O=S(=O)(c1ccc(Cl)cc1)N1CCNCC1,-1%,-7%,7%,-1%,-6%,-3%,-4%,2%,-4%,-2%,12
O=C(CC(c1ccccc1)c1ccccc1)Nc1ccncc1,-14%,0%,-29%,.,-6%,-4%,1%,-2%,-3%,-16%,0
COc1ccc(-n2c(SCC#N)nnc2-c2ccc(NS(=O)(=O)c3ccc(C)cc3)cc2)cc1,-1%,-2%,?,-7%,4%,-7%,0%,5%,9%,1%,-11
COCCSc1nnc(NC(=O)c2ccco2)s1,?,-1%,?,-18%,-3%,?,-9%,?,0%,-7%,-3
C=CCn1c(=O)/c(=C/c2cc(OC)c(OC)c(OC)c2)s/c1=C(/C#N)c1nc2ccccc2n1C,-7%,-38%,4.1µM*,-22%,0%,-4%,-3%,0%,-10%,0%,-3
C/C(=N\NC(=O)c1cc(-c2cccc([N+](=O)[O-])c2)n[nH]1)c1ccccc1O,-6%,3.2µM*,-24%,12%,0%,-2%,-6%,4%,-13%,18µM*,-10
O=C(NCc1ccc2c(c1)OCO2)C1CCN(Cc2cnn(-c3ccccc3)c2-n2cccc2)CC1,.,15%,.,?,-15%,.,-2%,-1%,6%,-14%,-25
O=c1c2[nH]c3ccc(F)cc3c2nc2n1CCCS2,10%,39%,?,0%,-2%,14%,-3%,?,11%,4%,2
Cc1ccc(-c2nnc(N(C)C(=O)c3cccnc3)s2)cc1,3.5µM*,-20%,?,15%,11%,3.2µM*,-4%,8.5µM*,96%[activator],-2%,10
O=C(CSc1nnnn1C1CCCC1)N1CCN(C(=O)c2ccco2)CC1,-1%,-39%,22%,34%[activator],-1%,-8%,8%,-1%,-3%,0%,11
O=C(O)/C=C/c1cn(-c2ccccc2)nc1-c1ccccc1,9%,6%,15%,46%[activator],28%,-1%,.,13µM*,12%,20%,-2
COc1ccc(/C=C2\Oc3cc(OC(=O)N4CCOCC4)ccc3C2=O)cc1,-1%,?,?,.,1%,28%,?,6.7µM*,9%,-3%,17
COc1ccc(C(O)P(=O)(OCc2ccccc2)c2ccc(N(C)C)cc2)cc1 (stereo not given),-1%,2%,12%,.,-10%,-6%,-1%,6%,-1%,-3%,-15
Cc1[nH]c2ccccc2c1C(C[N+](=O)[O-])c1cccc(O)c1 (stereo not given),-10%,-10%,-10%,?,0%,-45%[inhibitor],-20%,-9%,-3%,4%,5
O=C(CCn1c(=S)[nH]c2ccccc2c1=O)N1CCCCC1,1%,13%,17%,.,1%,10%,.,1%,-9%,-14%,5
Cc1cc2ccccc2n1CCNC(=O)Cc1cccc2ccccc12,3%,27%,?,?,19%,5%,-10%,2%,-11%,?,-18
CCCCn1c(=O)[nH]c(=O)c2c1nc(-c1ccc(OCCC)c(OCC)c1)n2C,-11%,0%,-10%,.,-10%,0%,-2%,1%,8%,-5%,8
N#CCCn1c(SCC(=O)N2CCN(S(=O)(=O)c3ccccc3)CC2)nc2ccccc21,1%,26%,0%,-3%,-3%,-1%,?,1%,-8%,-2%,.
COc1cc(CN2CCc3c([nH]c4ccccc34)C2)cc(OC)c1,4%,-2%,-9%,-11%,-6%,1%,-1%,0%,1%,-12%,8
CCOC(=O)C1=C(COC(=O)[C@H](C)NS(=O)(=O)c2ccccc2F)NC(=O)NC1C (stereo not given in full),-5%,.,2%,.,-3%,-1%,.,.,.,.,1
Cc1oc(-c2cccs2)nc1CN1CCN(CCC(C)C)C(CCO)C1 (stereo not given),-9%,6%,0%,-10%,-2%,-1%,-4%,1%,7%,-9%,4
COC(=O)c1sccc1NC(=O)c1ccc(C(C)C)cc1,3.5µM*,?,?,16%,-11%,28%,2%[11.5 µM],11µM*,-12%,-10%,-7
CCOC(=O)[C@H]1[C@H]2COc3ccc(Br)cc3[C@@H]2N2C(=O)CN(Cc3ccc(F)cc3)C(=O)[C@@]12C,-6%,.,?,.,15%,-1%,.,6%,.,.,12
COCC1CCCCN1Cc1cn[nH]c1-c1ccc2cc(OC)ccc2c1 (stereo not given),-1%,5%,9%,-11%,-7%,0%,-2%,-19%,12%,-13%,-5
O=C(O)c1cccc(COCC(F)(F)C(F)F)c1,4%,-17%,?,0%,0%,3%,1%,-9%,1%,20%,-5
CC1CCCN(CCCNC(=O)c2ccc(NC(=O)C3=CSCCO3)cc2)C1 (stereo not given),-8%,-5%,?,.,-2%,0%,.,0%,-1%,-14%,26
Cc1cccc[n+]1C1C(c2ccc([N+](=O)[O-])cc2)C(C#N)=C(C(=C=[N-])C#N)NC1(O)C1CC1 (stereo not given),9%,-21%,-14%,1%,-2%,2%,2%,5%,.,-3%,-4
O=C(NC(=S)N(Cc1ccccc1)c1ccccn1)C1CCCCC1,-2%,?,23%,1%,24%,-7%,-3%,0%,.,-30%,7
CC1(C)Cc2nc3sc(C(=O)NCCCO)c(N)c3cc2CO1,?,20%,?,.,0%,?,-2%,?,?,-3%,-5
Cc1ccc(/C=C2\S/C(=N/S(=O)(=O)c3cccs3)NC2=O)cc1,-3%,42%,-1%,.,15%,2%,-2%,-16%,11%,-4%,10
CC(C)CCNC(=O)CN(C(=O)Cn1nnc(-c2ccccc2F)n1)c1cccc2c1CCCC2,-1%,-5%,6%,.,11%,-9%,2%,3%,0%,-5%,-6
NC(=O)c1sc2nc(-c3cccnc3)ccc2c1N,0%,31%,?,.,-1%,-2%,5%,?,?,2%,-33
Cc1ccc(NC(=O)CN2C(=O)CSC2=O)cc1,-7%,21%,7%,-6%,-4%,-1%,0%,?,-2%,8%,8
COCCNC(=O)C(c1ccc(F)cc1)N(Cc1ccccc1)C(=O)CCC(=O)Nc1nccs1 (stereo not given),3%,1%,3%,-4%,4%,-4%,-5%,-1%,1%,5%,3
COc1ccc2oc(=O)c(C(=O)N3CCN(c4ccccc4)CC3)cc2c1,3%,32%,?,-1%,14%,3%,3%,?,15%,1%,-1
O=C1c2ccccc2S(=O)(=O)N1CC1CC(c2ccccc2)=NO1 (stereo not given),1.4µM*,-12%,?,4%,11%,3.2µM*,20%,6µM*,-3%,0%,3

# Not all compounds are listed; the hit share may differ from the screen's.
